Source: PubChem BioAssay (The Scripps Research Institute Molecular Screening Center)
M1 PAM: human M1 muscarinic receptor positive allosteric modulators, primary screen, CHO-K1 cells, Fluo-8 calcium fluorescence, 1536-well; Muscarinic acetylcholine receptor M1 (Homo sapiens), P11229; CHO-K1 hM1, ACh EC20; 0% = ACh EC20, 100% = maximal ACh; activation, % at 3 µM; 0.088% of 360,000 active; in the data active means activation above about 19%, passing the limit was not always enough
Target sequence (P11229 whole entry, looked up): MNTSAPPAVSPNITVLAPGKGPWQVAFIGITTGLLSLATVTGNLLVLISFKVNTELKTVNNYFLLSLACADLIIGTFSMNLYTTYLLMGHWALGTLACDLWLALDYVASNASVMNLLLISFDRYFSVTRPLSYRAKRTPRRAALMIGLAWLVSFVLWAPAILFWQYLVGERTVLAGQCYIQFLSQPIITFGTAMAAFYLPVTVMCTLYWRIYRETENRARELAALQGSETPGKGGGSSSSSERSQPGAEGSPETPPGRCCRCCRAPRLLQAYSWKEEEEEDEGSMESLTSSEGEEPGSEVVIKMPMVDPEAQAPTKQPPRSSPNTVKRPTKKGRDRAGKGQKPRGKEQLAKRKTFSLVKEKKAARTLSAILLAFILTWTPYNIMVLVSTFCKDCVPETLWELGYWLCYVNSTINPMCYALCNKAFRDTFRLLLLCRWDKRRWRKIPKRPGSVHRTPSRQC
CHO parental Ca: ATP-evoked calcium signal inhibitors, parental CHO, primary screen, counter-screen for OX1R antagonist project, cell-based, fluorescence, Fluo-8 calcium dye. 0.63% of 330,000 active. inhibition, % at 5.6 µM. parental CHO-K1, ATP-induced calcium, Fluo-8 fluorescence;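 active means inhibition above that plate's mean sample inhibition plus 3 SD, cut at about 26% in these data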;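 further: 0% = ATP-challenged DMSO wells and 100% = DMSO wells without ATP; some compounds past the cut are filed as inactive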
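material = parental CHO cells | also added = ATP as calcium-mobilizing challenge | dosing = single point at 5.6 µM | detection = intracellular calcium via Fluo-8 no-wash fluorescent dye | read-out = % inhibition | benchmarks = low control ATP plus DMSO, high control DMSO only | repeats = one well per compound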
OXTR potentiate: human OXTR potentiators, primary screen, fluorescence, CHO-OTR cells, Fluo-8 calcium; Oxytocin receptor (Homo sapiens), P30559; Fluo-8 calcium fluorescence, potentiator mode; 0% = oxytocin EC15, 100% = EC100; activation, % at 3 µM; 0.061% of 320,000 active; AID 2445, 2010;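 active means activation above that plate's cutoff, the mean activation of tested compounds plus 3 SD, cut at about 6.6% in these data, passing the limit was not always enough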;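 further: 100% uses oxytocin at 75 nM as the full agonist control; some results filed as inactive read as strong as hits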
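test system = CHO-OTR cells, human receptor | compound = single-point 3.0 µM | schedule = 6 min compound pre-incubation at room temperature, 100 s kinetic read | signal = Fluo-8 no-wash calcium dye fluorescence, excitation 470-495 nm, emission 515-575 nm | repeats = single well per compound, singlicate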
CHRM1 agonist: human M1 muscarinic receptor agonists, primary screen, Fluo-8 calcium fluorescence, CHO-K1 cells, HTS. activation, % at 3 µM. CHO-K1 hM1, agonist mode; 0% DMSO, 100% acetylcholine EC100. Muscarinic acetylcholine receptor M1 (Homo sapiens), P11229. 0.33% of 360,000 active. AID 588814, 2011;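 active means activation above the run's mean compound activation plus 3 SD, cut at about 16% in these data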;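 further: peak over basal fluorescence ratio within a 140 s kinetic read after compound addition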
OXTR ag: human OXTR agonists, primary screen, fluorescence, CHO-OTR cells, Fluo-8 calcium. Oxytocin receptor (Homo sapiens), P30559. Fluo-8 calcium fluorescence; normalized: DMSO 0%, oxytocin 100%. activation, % at 3 µM. 0.32% of 320,000 active;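 active means activation above the mean of all tested compounds plus 3 SD, cutoff set per screening run, cut at about 20% in these data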;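 further: peak over basal fluorescence ratio from a 100 s FLIPR kinetic read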
M1 antag: human M1 muscarinic receptor antagonists, primary screen, CHO-K1 cells, Fluo-8 calcium fluorescence, 1536-well. Muscarinic acetylcholine receptor M1 (Homo sapiens), P11229. CHO-K1 hM1, ACh EC80 antagonist. inhibition, % at 3 µM. 1.3% of 360,000 active;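 active means percent inhibition above its own plate's cutoff, namely the mean of that plate's compound wells plus 3 SD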;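 further: peak over basal fluorescence ratio during 140 s after agonist addition; 0% = ACh EC80 plus DMSO and 100% = DMSO alone without agonist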
V1R ag counter: agonists of human V1a receptor, primary screen, counter-screen for OXTR agonist project, fluorescence, CHO-V1R cells | Vasopressin V1a receptor (Homo sapiens), P37288 | Fluo-8 calcium fluorescence, agonist mode; 0% DMSO, 100% 3 nM vasopressin | activation, % at 3 µM | 0.25% of 320,000 active | AID 2797, 2010;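 active means activation above the mean activation of all tested compounds plus 3 SD, per screening run, cut at about 20% in these data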;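 further: signal is peak over basal fluorescence ratio across a 100 second FLIPR read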
TAAR1 ag: human TAAR1 agonists, primary screen, Fluo-8 calcium fluorescence, CHO RD-HGA16 cells; AID 624467, 2012; 0.99% of 360,000 active; vehicle wells 0%, saturating PEA agonist 100%; activation, % at 3 µM; Trace amine-associated receptor 1 (Homo sapiens), Q96RJ0;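 active means activation above the mean activation of all test compounds in the run plus 3 SD, cut at about 38% in these data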
Target sequence (Q96RJ0 whole entry, looked up): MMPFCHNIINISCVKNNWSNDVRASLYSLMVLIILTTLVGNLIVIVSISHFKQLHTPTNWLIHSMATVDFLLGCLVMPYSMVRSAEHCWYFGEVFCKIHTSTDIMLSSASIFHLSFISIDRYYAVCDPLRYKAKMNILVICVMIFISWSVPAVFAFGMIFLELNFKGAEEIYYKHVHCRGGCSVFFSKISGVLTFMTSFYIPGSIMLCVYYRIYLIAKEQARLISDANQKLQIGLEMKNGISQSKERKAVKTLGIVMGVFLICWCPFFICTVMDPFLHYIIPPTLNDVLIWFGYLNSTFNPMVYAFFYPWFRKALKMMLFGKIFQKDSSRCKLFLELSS
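Test system: RD-HGA16 (CHO) cells co-expressing Gα16 and hTAAR1 | Doses: Single dose, 3 µM | Schedule: 17-24 h seeding, 75 min 37 °C dye, 30 min RT | Evaluation: % activation from peak over basal fluorescence ratio, DMSO-to-PEA scaled | Technique: Kinetic Fluo-8 calcium fluorescence | Benchmarks: Low control DMSO, high control PEA (EC100)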
TAAR1 antagonist: human TAAR1 antagonists, primary screen, Fluo-8 calcium fluorescence, CHO RD-HGA16 cells | inhibition, % at 3 µM | 1.5% of 360,000 active | antagonist | Trace amine-associated receptor 1 (Homo sapiens), Q96RJ0;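 active means inhibition above a per-plate cutoff, the mean inhibition of test compounds on that plate plus 3 SD, cut at about 49% in these data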;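 further: 0% = DMSO plus EC80 beta-PEA response and 100% = DMSO alone without agonist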
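Test system: hTAAR1-expressing CHO RD-HGA16 cells, Gα16-coupled; Probe or stimulus: EC80 β-phenethylamine stimulus; Compound dosing: single nominal final test compound concentration of 3 µM; Timing: 140 s kinetic read after compound, 140 s after agonist; Signal: Fluo-8 calcium-sensitive fluorescence; Measure: % inhibition of agonist calcium response; Controls: DMSO and EC80 PEA controls.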
Numbers without * were called inactive; nt = no result given.

SMILES	M1 PAM	CHO parental Ca	OXTR potentiate	CHRM1 agonist	OXTR ag	M1 antag	V1R ag counter	TAAR1 ag	TAAR1 antagonist
COc1ccc(S(=O)(=O)N(C)c2ccc(C(=O)Nc3cccnc3)cc2)cc1OC	5	nt	nt	-2	nt	-10	nt	2	5
CCN1C(=O)[C@H]2[C@@H](c3ccc(C)cc3)N3C(=O)N(c4cccc(F)c4)C(=O)[C@@]3(C)[C@H]2C1=O	2	-13	0	-6	2.3	6	0.7	21	1
CCCCCCn1c(CN2CCCCC2C)nc2c1c(=O)n(C)c(=O)n2C (configuration not stated)	11	-16	2	5	-1.6	-18	-1.1	3	3
COc1ccc(/C=C2\CCCC3C2=NN(C(=O)c2scnc2C)C3c2ccc(OC)c(OC)c2)cc1OC (configuration not stated)	10	-14	7	-4	0.7	-19	-0.1	20	-14
Cc1ccc(C)c(/C(O)=C2/C(=O)C(=O)N(CCN3CCOCC3)C2c2ccco2)c1 (configuration not stated)	2	-1	-2	-2	1.0	-20	1.9	3	-3
CC(C)(C)c1ccc(OCC(=O)N/N=C/C2CC=CCC2)cc1 (configuration not stated)	5	-2	-16	-4	-0.3	-8	0.1	0	-22
CC1=C(C(=O)OCc2ccccc2)C(c2cccc(Cl)c2Cl)NC(=O)N1CCCCCC(=O)O (configuration not stated)	5	-1	-5	-4	-2.5	-5	0.1	5	3
COCCCNC(=O)c1cccc2c(-c3ccc(O)c(OC)c3)coc12	8	nt	nt	1	nt	-16	nt	2	-20
O=C(O)c1cccc(Nc2ncnc3sccc23)c1	13	-5	-3	-3	0.7	-8	-0.3	0	-12
CCOc1ccccc1NC(=O)CCn1nc(C)c(S(=O)(=O)N2CCCCC2)c1C	9	-20	0	-4	0.7	-13	1.9	1	0
O=C(CCn1c(=O)oc2ccccc21)Nc1cccc([N+](=O)[O-])c1	-3	-10	-5	-2	0.8	5	1.2	4	-7
CN(C(=O)c1ccc2c(c1)S(=O)(=O)N=C1CCCCCN12)c1ccccc1	4	0	-8	-2	0.6	-4	0.6	3	-5
CN(C)CCNC(=O)c1cc2c(s1)-c1ccccc1OC2	19	-11	-6	2	2.9	-8	1.3	2	-18
COC(=O)[C@]1(C)CCC[C@@]2(C)C3CC[C@]4(OC(C)=O)C[C@@]3(CCC21)CC4=O (some centres not stated)	2	-16	-8	9	-1.3	9	-1.5	14	51*
Cc1c(C(=O)N2CCc3ccccc3C2)oc2ccccc12	24	-17	-6	8	-1.9	-7	-0.6	13	-14
CC(C)CO/C(=N/S(=O)(=O)c1ccccc1)c1ccccc1	-5	-13	-8	-3	0.4	2	0.1	9	8
C=CCNC(=O)c1ccc2c(=O)n(Cc3ccccc3OC)c(=S)[nH]c2c1	8	-9	-18	0	1.2	-12	5.9	2	7
CN(C)C(=O)COC(=O)c1ccccc1Sc1ccccc1C#N	-4	-3	-15	-5	0.1	16	-0.5	-1	-6
CCC(CC)n1c(C)cc(=O)n1C(CC)CC	5	nt	nt	-4	nt	-8	nt	2	-7
CCCc1ccc2oc(C(=O)N3CCC(COC)C3)c(C)c2c1 (configuration not stated)	-10	-10	-15	-5	-1.4	12	-0.8	3	5
COc1cc(F)ccc1-c1cc(C(=O)NCc2cccc(Cl)c2)[nH]n1	-1	nt	nt	-2	nt	-3	nt	-1	-2
CCOC(=O)C(Oc1ccc(=O)n(-c2ccccc2)n1)C(C)=O (configuration not stated)	-3	5	-10	-4	1.5	8	1.0	8	1
O=C(CSc1nc2ccccc2c(=O)n1-c1ccccc1)NCc1ccco1	0	-22	-8	-3	-1.5	-18	0.1	0	4
CC(NC(=O)C1CCN(C(=O)[C@@H]2Cc3ccccc3CN2C(=O)OC(C)(C)C)CC1)c1ccccc1 (some centres not stated)	0	-22	-2	-3	-2.6	-2	-1.6	1	-13
COC(=O)CNC(=O)C1CCN(C(=O)OCc2ccccc2)CC1	5	-9	0	-4	1.4	-7	1.4	9	-5
CON(C)C(=O)/C=C/CCCCNC(=O)OC(C)(C)C	2	-5	-1	-1	0.1	-4	1.7	15	-10
Fc1ccc(-c2nc(-c3cnccn3)no2)c(Cl)c1	6	-10	-3	3	-0.1	-7	0.1	6	-6
COc1ccc(NC(=O)CSc2cn[nH]n2)cc1OC	2	-5	-1	0	2.1	-6	0.6	2	0
O=C(O)c1cccc(-c2ccc(/C=N/Nc3ccc([N+](=O)[O-])cc3)o2)c1	-9	33*	-9	17*	26*	27	34*	44*	57*
O=C(NCC1CCCO1)C(c1cccs1)N(C(=O)c1ccc(CN2CCOCC2)o1)c1ccc(Cl)cc1 (configuration not stated)	10	-19	-12	2	-0.7	3	0.3	1	14
CC(C)(C)NC(=O)Cn1c(SCC(=O)NC2CCCCC2)nc2ccccc21	-2	-3	5	-2	-0.2	5	-0.5	10	-3
O=C(NCCCN1CCOCC1)c1cn(-c2ccccc2)nc1-c1cccs1	0	-14	-6	0	1.9	-31	1.0	7	-3
Cc1nn(S(=O)(=O)c2cccs2)c(C)c1Sc1ccc([N+](=O)[O-])cc1	-19	41*	-19	-4	3.9	28*	3.2	1	45
Cc1ccc(Cn2c(=S)[nH]c3ccc(N4CCOCC4)cc3c2=O)o1	-1	9	-10	-2	-0.7	3	-0.3	7	13
O=C1c2ccccc2NC(c2cccs2)N1NS(=O)(=O)c1ccccc1 (configuration not stated)	6	-11	-6	1	-0.9	-11	-0.2	-1	-15
Cc1ccc(S(=O)(=O)N2CCOC2CNC(=O)C(=O)NCCCN2CCOCC2)cc1 (configuration not stated)	23*	-12	5	-1	0.3	-29	0.2	1	-15
CCOc1ccc(N2CC(C(=O)N3CCN(C(=O)c4ccco4)CC3)CC2=O)cc1 (configuration not stated)	11	-13	-1	-4	-1.0	-6	-0.3	0	-6
O=C(NCc1ccccc1Cl)c1cnc2ccccc2n1	4	-8	-4	-8	0.6	-8	0.9	-1	1
Cc1ccc(NC(=O)O/N=C/c2ccc(Br)cc2)cc1	-20	-2	-6	-9	-1.9	16	-0.8	4	-11
COc1ccc(-c2oc(/N=C/N3CCOCC3)c(C#N)c2-c2ccc(OC)cc2)cc1	1	-4	-16	9	-2.2	3	-0.4	15	-4

Reformatted: entries from further up
COc1ccc(NC(=O)CSc2cn[nH]n2)cc1OC
- M1 PAM = 2
- CHO parental Ca = -5
- OXTR potentiate = -1
- CHRM1 agonist = 0
- OXTR ag = 2.1
- M1 antag = -6
- V1R ag counter = 0.6
- TAAR1 ag = 2
- TAAR1 antagonist = 0

CC(C)(C)NC(=O)Cn1c(SCC(=O)NC2CCCCC2)nc2ccccc21
- M1 PAM = -2
- CHO parental Ca = -3
- OXTR potentiate = 5
- CHRM1 agonist = -2
- OXTR ag = -0.2
- M1 antag = 5
- V1R ag counter = -0.5
- TAAR1 ag = 10
- TAAR1 antagonist = -3

Cc1ccc(NC(=O)O/N=C/c2ccc(Br)cc2)cc1
- M1 PAM = -20
- CHO parental Ca = -2
- OXTR potentiate = -6
- CHRM1 agonist = -9
- OXTR ag = -1.9
- M1 antag = 16
- V1R ag counter = -0.8
- TAAR1 ag = 4
- TAAR1 antagonist = -11

Carrying on.
SMILES	M1 PAM	CHO parental Ca	OXTR potentiate	CHRM1 agonist	OXTR ag	M1 antag	V1R ag counter	TAAR1 ag	TAAR1 antagonist
CCOC(=O)c1[nH]c2ccccc2c1NC(=S)Nc1ccccc1	-1	-14	-6	-6	-0.4	2	0.9	0	9
CCC(CO)Oc1cc(NCc2ccccc2)c2ncn(C3CCCC3)c2c1 (configuration not stated)	7	-24	-7	-7	-0.2	1	0.9	22	9
CC1CCC2C(=O)N(c3ccccc3OC(=O)c3ccccc3F)C(=O)C2C1 (configuration not stated)	4	-8	-5	-1	-0.9	-11	-0.6	4	6
Cn1c(=O)c2cc(NC(=S)NCc3ccccc3F)ccc2n1Cc1cccc(C(F)(F)F)c1	-6	nt	nt	-1	nt	2	nt	3	-25
NS(=O)(=O)c1ccc(CCNC(=O)CSc2ccc([N+](=O)[O-])cc2)cc1	5	-8	-1	-6	0.6	1	0.4	-2	-16
CCCOC(=O)c1ccc(NC(=O)C2CCCO2)cc1 (configuration not stated)	8	2	-8	-4	0.2	-19	0.8	4	9
CC(C)(C)n1ncc2c(=O)n(Cc3ccc(Cl)c(Cl)c3)cnc21	7	-8	-4	-1	-2.0	-2	-0.3	8	-21
CN(Cc1nnc(-c2ccc(F)cc2)o1)c1ccccc1	-4	-18	-12	-1	0.3	6	0.2	3	-13
COc1ccc(CN(CCCn2cnc3c(OC)ncnc32)CCCn2cnc3c(OC)ncnc32)cc1	1	nt	nt	-8	nt	-7	nt	0	-5
COCCNC(=S)N/N=C/c1c(C)[nH]c2ccccc12	4	5	0	-5	2.3	1	1.3	10	-2
O=C(CSc1nnc(COc2cccc3ccccc23)o1)N1c2ccccc2CCc2ccccc21	-3	-11	-26	-2	0.4	9	0.7	10	-20
CC(NC(=O)Cc1ccc(S(=O)(=O)N2CCOCC2)s1)c1ccc(Br)cc1 (configuration not stated)	1	nt	nt	1	nt	-7	nt	12	28
Cc1cc(-c2nn(-c3ccccc3)cc2/C=C2\SC(N)=NC2=O)ccc1OC(C)C	12	-4	-9	-2	-0.5	-8	1.0	3	-6
CC(C)(C)NC(=O)COC(=O)c1cc(F)c(F)cc1Cl	7	-13	-6	-2	-0.1	-21	1.4	1	-4
Cc1ccc2[nH]c3c(c2c1)CCNC3=O	10	7	-27	-5	-0.9	-14	-1.4	1	-37
Cc1[nH]c2ccccc2c1/C=N/NC(=O)c1cc(C(C)C)[nH]n1	12	-8	-4	-3	1.0	-16	1.1	3	18
CCOC(=O)Cc1csc(NC(=O)/C=C/c2ccc(OC)cc2)n1	2	-14	-21	-4	3.4	-1	4.7	9	32
CCc1ccc(NC(=S)Nc2cccc(OC)c2)cc1	4	-13	-10	-3	-0.3	-7	3.6	-3	-2
